Screens as filed in PubChem.
IMP-1 inhibitor: inhibitors of Pseudomonas aeruginosa IMP-1 metallo-beta-lactamase; purified IMP-1, nitrocefin hydrolysis, epi-absorbance fluorescence; inhibition, % at 5.6 µM; 290,000 tested, 0.45% active; AID 1556;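 active means inhibition above the mean plus 3 SD of all compounds in the same screening run, cut at about 4.5% in these data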;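 further: 0% = IMP-1 with DMSO and 100% = DMSO wells lacking enzyme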
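Assay system: purified recombinant IMP-1 beta-lactamase. Input: IMP-1 0.2 nM before substrate addition. Buffer or medium: Zinc- and detergent-supplemented HEPES buffer, pH 7.1. Schedule: 25 °C, 15 min preincubation, 25 min reaction. Signal: Epi-absorbance fluorescence, 480 nm excitation, 530 nm emission. Evaluation: percent inhibition from optical density relative to buffer-blank wells.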
UBC9 SUMO inh: blocks human SUMOylation mediated by UBC9; HTRF SUMOylation assay, SAE1/SAE2 + UBC9, in vitro; inhibition, % at 35 µM; 290,000 tested, 0.36% active; AID 2006; in the data active means inhibition above about 50%, passing the limit was not always enough; further: strong numbers were not always called active
Target sequence (P63279 whole entry, looked up): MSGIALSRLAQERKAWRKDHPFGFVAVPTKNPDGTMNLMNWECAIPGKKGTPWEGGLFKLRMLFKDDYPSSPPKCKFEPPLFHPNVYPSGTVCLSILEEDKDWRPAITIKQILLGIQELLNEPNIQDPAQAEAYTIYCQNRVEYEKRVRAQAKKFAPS
NS3 helicase inh: blocks Hepatitis C virus NS3 helicase unwinding; inhibition, % at 10.9 µM; NS3 helicase DNA unwinding, Cy5 molecular beacon fluorescence; 290,000 tested, 0.56% active;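 active means inhibition above the mean of all tested compounds plus 3 SD, set per campaign, cut at about 35% in these data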;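 further: 0% = DMSO wells and 100% = thioflavine S control wells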
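test system = hepatitis C virus NS3 helicase domain fragment enzyme | reagent = annealed dual-labelled DNA beacon duplex, ATP-started | times = 1 h at 25 °C | detection = Cy5 fluorescence, 0 and 60 min reads | read-out basis = percent inhibition from t60/t0 fluorescence ratio | control set = DMSO and thioflavine S | replication = one well per compound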
CRFR2-BP antag: blocks CRF-induced signaling of the CRF-BP/CRF-R2 complex; inhibition, % at 11.8 µM; HEK293 CRF-R2/CRF-BP, CRF-induced calcium fluorescence; AID 588475; 350,000 tested, 0.59% active;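 active means inhibition of the ligand-induced calcium signal above about 50% at the single tested concentration, limit read from the data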
VIM-2 inhibitor: blocks Pseudomonas aeruginosa VIM-2 metallo-beta-lactamase; purified VIM-2, nitrocefin hydrolysis, epi-absorbance fluorescence; AID 1527; 290,000 tested, 0.89% active; inhibition, % at 5.6 µM;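 active means inhibition above the mean of all tested compounds plus 3 SD, cutoff set per screening run, cut at about 7.5% in these data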;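 further: red hydrolysis product quenches plate fluorescence so inhibitors raise well fluorescence; 0% = enzyme with DMSO and 100% = DMSO without enzyme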
IDE inh: inhibits human insulin-degrading enzyme in HEK cells. P14735. AID 434962. 320,000 tested, 0.41% active. inhibition, % at 5.59 µM. FAbetaB cleavage, fluorescence polarization;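 active means percent inhibition above the average of all tested compounds plus 3 SD, set per screening campaign, cut at about 16% in these data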;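 further: IDE supplied by intact live HEK cells; FP after avidin binding of uncleaved biotin substrate so inhibition keeps polarization high; 0% = DMSO wells and 100% = 60 µM reference IDE inhibitor Ii1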
p-CIP stab down: lowers stability of the mouse p/CIP coactivator protein; 290,000 tested, 0.01% active; decrease of EGFP signal, % at 10 µM; F442A p/CIP-EGFP cells, EGFP fluorescence, 16 h; Q05BA5;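 active means EGFP signal decrease of at least 30% at 10 µM or well 3 SD below plate mean, unless failing retest; inactive means the rest, including hits failing retest or dose response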; further: some compounds called inactive have numbers as strong as hits; many of its hits are not listed in these tables
GalR3 antag: blocks the human galanin receptor 3; HEK293 GalR3-CNG cAMP membrane potential fluorescence; galR3 body fused to GalR1 C-terminus; inhibition, % at 3 µM; O60755; AID 651719; 360,000 tested, 0.44% active;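 active means inhibition above the screen-wide average plus 3 SD, cut at about 13% in these data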;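 further: forskolin and galanin both at EC90 stimulate the cells; cAMP rise reported by CNG channel membrane potential dye signal; 0% = forskolin plus galanin with DMSO and 100% = forskolin alone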
Target sequence (O60755 1-299 limits assumed): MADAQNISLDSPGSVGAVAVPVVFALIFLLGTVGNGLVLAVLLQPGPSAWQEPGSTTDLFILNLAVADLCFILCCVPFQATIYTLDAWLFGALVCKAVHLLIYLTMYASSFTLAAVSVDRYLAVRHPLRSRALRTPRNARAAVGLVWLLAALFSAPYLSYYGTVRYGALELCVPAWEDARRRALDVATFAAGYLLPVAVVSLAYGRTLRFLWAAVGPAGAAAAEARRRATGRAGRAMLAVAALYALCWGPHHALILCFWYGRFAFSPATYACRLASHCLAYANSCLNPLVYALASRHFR
IDE act: boosts human insulin-degrading enzyme activity in HEK cells | 340,000 tested, 0.073% active | FAbeta-B cleavage, fluorescence polarization; 0% vehicle, 100% cell-free pure enzyme wells | activation, % at 5.96 µM | P14735 | AID 493087;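 active means activation above the mean of all tested compounds plus 3 SD, set per screening campaign, cut at about 17% in these data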
Numbers without * were called inactive; x = not tested or not shown. Rows are unselected; any-hit rate near 3.2%.

IMP-1 inhibitor,UBC9 SUMO inh,NS3 helicase inh,CRFR2-BP antag,VIM-2 inhibitor,IDE inh,p-CIP stab down,GalR3 antag,IDE act,Structure
-2.7,-10,5,-13,-4.0,-4,0,-5,2,CCn1c(COc2ccc(C)cc2)nc2ccccc21
-3.9,-9,-10,-2,-3.7,-2,11,0,-3,COc1ccccc1N(CCC#N)C(=O)CSc1ccc2c(c1)OCCO2
x,x,x,-3,x,-2,x,4,1,Cc1ccc(CSCC(=O)N(C)CC(=O)Nc2ccc(C)cc2)cc1
x,x,x,-4,x,4,x,-4,-1,O=C1[C@H]2[C@@H](c3ccc(Cl)cc3)N3C(=O)N(c4cccc(Cl)c4)C(=O)[C@@]3(Cc3ccc(Cl)cc3)[C@H]2C(=O)N1C1CCCCC1
-3.3,14,1,-29,-3.6,3,-8,-4,4,COc1cc(/C=N/NC(=O)c2cccnc2)ccc1OC(=O)c1ccc2c(c1)OCO2
-2.2,18,0,4,0.6,8,-8,-4,1,CCOC(=O)c1cccc(S(=O)(=O)N(CCO)Cc2cc3cc(OC)c(OC)cc3[nH]c2=O)c1
-1.6,28,-2,5,-7.0,-1,0,-7,3,O=C(NNC(=O)c1ccccc1Br)c1cccc(Cl)c1
1.3,10,57*,2,1.8,1,0,-2,1,CCOC(=O)/C=c1\s/c(=C(\C#N)C(=O)OCC)n(-c2ccccc2)c1=O
-1.6,3,-13,-23,-2.8,0,8,-8,4,CCc1ccc2oc(-c3cccc(N)c3)nc2c1
x,x,x,1,x,-5,x,-5,-2,CCOC(=O)c1c(C)[nH]c(C(=O)N(C)CC(=O)Nc2ccc(OC)cc2)c1C
-2.7,7,8,-51,-0.7,-2,-7,x,7,Cc1ccc(-c2nnc(NC(=O)c3c(F)cccc3Cl)s2)cc1
-3.8,2,10,-2,0.3,0,0,-10,7,O=C(O)CNC(=O)c1ccc(NC(=O)/C(=C/c2ccccc2)NC(=O)c2ccccc2)cc1
x,x,x,3,x,3,x,-4,1,COC(=O)[C@]1(C)N[C@H](CN(C)C(=O)C2CCCCC2)[C@@H]2C(=O)N(C)C(=O)[C@@H]21
-3.2,10,11,5,-3.6,-4,-8,6,11,O=C(NCC1CCC(C(=O)O)CC1)c1cccnc1 (stereo unspecified)
-0.9,-2,-6,12,-2.3,2,7,-7,3,O=C1NCCCCC1NC1CC(=O)N(c2ccccc2)C1=O (stereo unspecified)
-0.1,-9,9,-24,-3.0,2,9,2,-4,CC1=NN(c2ccccc2)C(=O)/C1=C/C=C/c1ccccc1
-2.4,22,-4,-7,1.2,-5,-5,4,2,COc1ccc(C2=C(C)C(N3CCN(C(=O)c4ccco4)CC3)=NS2(=O)=O)cc1
-3.9,-11,4,-11,-3.0,-4,-12,0,7,CN=C1CC(C)(C)CC(=O)/C1=C(/O)CCC(=O)NC
-4.7,6,2,6,-2.6,0,-13,-4,4,CCN1C(=O)C2C(C1=O)N1C(c3ccccc3)C3C(=O)N(CC)C(=O)C3N1C2c1ccccc1 (stereo unspecified)
-8.3,-2,-1,2,0.7,-4,-8,-4,2,O=C(Nc1ccc(N2CCN(Cc3ccccc3)CC2)cc1)c1cccnc1
x,x,x,3,x,-2,x,-4,-7,CN(C(=O)c1ccc(NC(=O)Cc2ccc(NC(=O)C3CCCN(C(=O)C4CCCC4)C3)cc2)cc1)C1CC1 (stereo unspecified)
-1.5,14,-5,-3,-0.8,4,-13,-3,6,CCOc1ccccc1C1C(C(N)=O)=C(C)Nc2nc(-c3ccccc3Cl)nn21 (stereo unspecified)
-1.9,24,-4,-4,-1.4,6,-26,4,5,O=C(Cn1nnc(-c2ccc(CN3CCOCC3)cc2)n1)N(c1ccccc1)c1ccccc1
-2.8,4,13,2,-2.1,1,-3,3,2,COc1ccc([N+](=O)[O-])cc1NC(=O)Cc1noc2ccccc12

Compound profiles (already shown). Order of values: IMP-1 inhibitor, UBC9 SUMO inh, NS3 helicase inh, CRFR2-BP antag, VIM-2 inhibitor, IDE inh, p-CIP stab down, GalR3 antag, IDE act
`CCOc1ccccc1C1C(C(N)=O)=C(C)Nc2nc(-c3ccccc3Cl)nn21` (stereo unspecified) in the list: -1.5, 14, -5, -3, -0.8, 4, -13, -3, 6
`COc1ccc(C2=C(C)C(N3CCN(C(=O)c4ccco4)CC3)=NS2(=O)=O)cc1` in the list: -2.4, 22, -4, -7, 1.2, -5, -5, 4, 2

Continued.
IMP-1 inhibitor,UBC9 SUMO inh,NS3 helicase inh,CRFR2-BP antag,VIM-2 inhibitor,IDE inh,p-CIP stab down,GalR3 antag,IDE act,Structure
-4.0,6,4,1,-2.9,0,4,-2,3,COc1ccc(C(=O)Nc2ccc(-c3ccc(NC(=O)c4ccc(OC)cc4)c(OC)c3)cc2OC)cc1
-3.1,8,-3,5,-5.7,-2,-18,-2,0,Cc1ccnc(NC(=O)Nc2ccc(F)cc2)c1
-2.8,5,-4,11,-1.8,3,-5,1,1,COc1ccccc1CC(=O)Nc1cccc2ccccc12
-8.2,6,13,2,-2.3,-2,5,-1,0,c1cc(CNc2ccc(N3CCOCC3)cc2)ccn1
-1.1,9,-2,20,-0.7,-5,-17,-7,1,CCC(=O)Nc1nc(-c2ccc3c(c2)CC(C)N3S(C)(=O)=O)cs1 (stereo unspecified)
-3.8,1,-7,3,-1.8,4,5,-6,7,CCOc1ccc(-c2noc(CCC(=O)NCCc3ccccc3)n2)cc1OC
-3.1,-9,3,-13,-3.1,4,-20,8,0,COc1ccc2nc(NC(=O)CCN3C(=S)NC(C)(C)CC3C)sc2c1 (stereo unspecified)
-2.0,20,-5,-7,-1.8,3,-3,1,5,CSc1ccc(CN2CCN(CCC(C)C)C(CCO)C2)cc1 (stereo unspecified)
-1.8,0,6,3,-1.3,-3,-11,-1,3,Cc1cc(C)c(CN2CCC(n3nccc3NC(=O)C3CCOC3)CC2)cc1C (stereo unspecified)
x,x,x,-7,x,2,x,-7,0,CCn1c2ccccc2c2cc(NC(=O)c3cccc([N+](=O)[O-])c3)ccc21
-2.7,4,-8,-4,-1.4,-5,-9,6,3,Cn1c(=O)c(=O)n(C)c2cc(S(=O)(=O)N3CCCC3C(=O)Nc3ccccc3F)ccc21 (stereo unspecified)
-2.5,-4,-5,-7,-0.2,4,5,-4,3,Cc1cc(C)c(C#N)c(N)n1
-2.8,-7,17,-8,-4.2,2,-12,-3,14,COCc1c(C(=O)N/N=C(\C)c2ccc(Cl)s2)nnn1-c1nonc1N
-2.0,21,2,-15,-3.4,6,-9,-1,2,Cc1ccccc1OCc1nnc(SCC(=O)Nc2ccc3c(c2)oc2ccccc23)n1C
x,x,x,2,x,-4,x,-6,4,C[C@H](CO)N1C[C@H](C)[C@@H](CN(C)Cc2ccc(-c3ccccc3)cc2)Oc2c(NS(=O)(=O)c3ccccc3)cccc2C1=O
-4.3,12,-12,-26,-0.8,13,-14,-1,-5,CCOC(=O)C1=C(C)NC(=O)NC1c1ccc(-c2ccc(Cl)cc2)o1 (stereo unspecified)
0.7,-15,-15,-7,2.6,-2,-10,-3,-1,CCOC(=O)c1sc(NC(=O)Nc2ccccc2)cc1C
-1.9,0,15,3,-1.6,7,1,-3,-4,Cc1cccc(-n2c(=O)c3c(C)c(C)sc3n(CC(N)=O)c2=O)c1
-3.1,0,5,17,-1.9,1,-1,1,-4,CCOC(=O)C1=NOC(COc2ccccc2C=O)C1 (stereo unspecified)
x,x,x,51*,x,3,x,-1,-2,COc1ccc(C(=O)NCCS(=O)(=O)N(C)C2CCCCC2)cc1
-0.9,27,7,-23,-0.7,3,-23,-6,-2,CCCN(CCC)c1ccc(/C=C/c2ccc3cc(OCC)ccc3n2)cc1
-0.2,3,1,-17,2.7,1,5,-6,-1,Cc1ccc(C)c2c(N)c3c(nc12)CCCCC3 (tested in a mixture with another compound)
-5.7,-2,23,-21,-4.0,-6,-5,-6,-1,Cc1sc(N/N=C/c2ccco2)nc1-c1ccccc1
-1.7,-7,18,-4,-0.6,1,6,-6,9,CCc1ccc(OCC(=O)Oc2ccc([N+](=O)[O-])cc2)cc1
-1.7,6,-4,-10,0.5,-4,2,-4,6,COc1ccc(CNC(=O)C(=O)NC2CC(C)(C)NC(C)(C)C2)cc1
-1.5,-11,-3,-5,-2.4,7,0,0,6,COc1cc(/C=C(\NC(=O)c2ccccc2)C(=O)Nc2cccc(O)c2)c([N+](=O)[O-])cc1OC
0.8,-31,13,-3,3.0,0,-1,-7,6,CN1CCN(c2nc(C(N)=O)cc(-c3ccccc3)n2)CC1
-2.7,23,0,9,-3.6,8,-15,-4,3,Cc1nn(-c2ccccc2)c(Cl)c1C(=O)OC(C)C(=O)Nc1ccc2c(c1)OCO2 (stereo unspecified)
1.1,14,4,-5,-0.2,-3,-12,9,3,CCOc1cc(C(=O)NC(C)C2CCCO2)cc(OCC)c1OCC (stereo unspecified)
-3.7,2,11,3,-1.0,1,-7,-9,7,COc1cccc(CNC(=O)CN2C(=O)COc3ccc(S(=O)(=O)N4CCCCCC4)cc32)c1
-3.5,25,12,6,1.4,11,5,-5,2,Cc1nc(SCC(=O)NCc2ccco2)c2c3c(sc2n1)CCCC3
-0.7,15,-1,-6,-2.3,5,7,-4,-2,O=c1nc(-c2ccccc2)cc(-c2ccccc2)[nH]1
1.3,-32,-3,4,-2.3,3,4,-8,0,Cc1nn(Cc2ccc(C(=O)n3cccn3)o2)c(C)c1Br
-1.8,-9,-1,-41,-3.5,3,10,-3,-8,CC(OC(=O)c1ccc(S(=O)(=O)NCc2ccco2)cc1)C(=O)Nc1ncc(Cl)cc1Cl (stereo unspecified)
-2.4,18,-1,5,-1.6,3,-11,-3,3,COC(=O)CCCC(=O)NC1CC(C)(C)Cc2c1cnn2-c1ccc(C)cc1 (stereo unspecified)
-0.1,16,-7,17,-1.4,-5,-7,-1,7,CC(C)=C(NC(=O)c1ccccc1)C(N)=O
-2.1,-3,-7,x,-3.4,-4,0,x,x,O=C(Nc1nnc(-c2cccnc2)o1)c1cccc([N+](=O)[O-])c1
1.2,-17,-17,-9,-1.4,6,-4,2,5,CCOC(=O)Cn1nnnc1CN(Cc1cccs1)Cc1cc2cc(C)cc(C)c2[nH]c1=O
-4.8,4,14,-4,-0.6,8,-13,-11,-3,Cc1ccc(NC(=O)CSc2cccc3cccnc23)c(C)c1
-2.4,15,9,-2,-1.2,2,-20,-11,2,COc1ccccc1C(=O)N/C(=C/c1ccc2c(c1)OCO2)C(=O)Nc1cccc(C(=O)O)c1
-0.8,8,-7,6,-1.8,-5,-4,-1,0,N#CCSc1nc2ccccc2c(=O)n1CCCC(=O)NCC1CCCO1 (stereo unspecified)
0.5,10,-2,32,1.8,1,-14,0,3,O=c1cc(O)sc2ccccc12
x,x,x,4,x,4,x,-4,-1,COc1ccccc1C1=NOC(C)(c2nnc(Cc3ccccc3)o2)C1 (stereo unspecified)
-2.5,5,23,-4,1.6,2,-14,-4,0,CCOC(=O)CC1=NN(c2ccccc2)C(=O)C1
